TTR transcr act = TTR transcription activation, primary screen. SH-SY5Y TTR promoter Gaussia luciferase, luminescence; 100% = recombinant luciferase protein wells. activation, % at 16.7 µM. actives 1.3% (n = 92,000). AID 1117267;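 active = activation above the mean of all tested compounds plus 3 SD, cut at about 9.5% in these data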;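 note: cells exposed to compounds for one day before reading; 0% = median of all test compound wells on the plate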
* = called active by the depositor. Not all compounds are listed (hit frequency here may not be typical).

SMILES	TTR transcr act
CN(C)C(=O)NC(Nc1cccc([N+](=O)[O-])c1)C(Cl)(Cl)Cl (stereo unspecified)	-2.7
CCOC(=O)c1c(/N=C/C2=C(O)CCCC2=O)sc2c1CCCC2	1.0
OCCNc1ncnc2c1nnn2Cc1ccccc1	-1.5
Cc1ccc(NC(=O)CN(C)C(=O)CSc2nnc(C)s2)cc1	2.1
Cc1ccc(C)c(NC(=O)C2CCN(C(=O)c3cccs3)CC2)c1	6.3
COC(=O)N1CCCC(c2cc(C(=O)Nc3ccccc3Cl)no2)C1 (stereo unspecified)	-1.3
CC(C)CNS(=O)(=O)/C=C/c1cc2c(cc1CNC(=O)OC(C)(C)C)OCO2	-1.9
CCOC(=O)[C@@]12CCC3=C1N(CCC3)C(=O)[C@H](CC(=O)NCCc1ccccc1OC)C2	-1.2
C[C@H]1[C@@H](NC(=O)c2ccc(Cl)c(C(F)(F)F)c2)CC[C@@]23CCCN2C(=O)CCC[C@@H]13	0.9
Cc1ccc(CN2C(=O)S/C(=C\c3ccccc3OCC(=O)O)C2=O)cc1	-1.0
CCN(CCO)c1ccc(Nc2cc(-c3ccc(-c4ccccc4)cc3)ncn2)cc1	4.3
COc1ccc(NC(=O)NNc2cc(N3CCOCC3)nc(N3CCOCC3)n2)cc1	3.2
CCCn1c(=N)n(CC(=O)c2cccs2)c2ccccc21	3.6
CCOc1ccc(/C=N/n2nnnc2N)cc1O	1.4
O=C(Nc1ccc2oc(-c3ccccc3Cl)nc2c1)c1ncn[nH]1	-0.2
CC1C(c2ccc3c(c2)OCO3)c2cc3c(cc2OC1N1CCOCC1)OCO3 (stereo unspecified)	-3.2
COC(=O)c1cc(C)sc1NC(=O)CCCC(=O)O	-1.1
CCOc1ccc(CNCCc2ccc(S(N)(=O)=O)cc2)cc1	6.6
Cc1nc(-c2ccc(S(=O)(=O)NCC3CCN(C(=O)OC(C)(C)C)CC3)s2)cs1	-0.4
COc1ccc(CCNC(=O)CSc2nnc(NC(C)=O)s2)cc1OC	-0.8
C/C=C\C=C/C(=O)Nc1cccc(C2=NOC3(C2)C[C@H](C(N)=O)N(C(=O)CC)C3)c1 (stereo partly specified)	-1.9
CC(=O)Nc1ccc(NC(=O)Cn2cc3c(n2)CCC(C)C3)cc1 (stereo unspecified)	1.0
CC(=O)N1CCc2cc(S(=O)(=O)NC(C(=O)Nc3ccc4c(c3)OCCO4)C(C)C)ccc21 (stereo unspecified)	-0.9
CCCCN1CN(Cc2ccco2)CNC1=S	3.0
COc1ccc(NC(=O)c2cnc(C)cn2)cc1-n1cnnn1	-1.9
CC(C(=O)Nc1c2c(cc3c1CCC3)CCC2)N1CCCC1 (stereo unspecified)	0.0
CCCC#Cc1cnc2c(c1)C(=O)N([C@H](C)CO)C[C@@H](C)[C@H](CN(C)S(=O)(=O)c1cccc(OC)c1)O2	-0.2
O=C(c1ccc(COc2ccccc2Cl)o1)N1CCCC1	10.4*
O=C(Cc1ccccc1[N+](=O)[O-])N1CCN(c2ccc(F)cc2)CC1	2.6
CC(C)(C)n1nnnc1C(c1cccnc1)N1CCN(c2ccccn2)CC1 (stereo unspecified)	-0.8
COCCCN1C(=O)c2ccc(C(=O)O)cc2C1=O	2.1
CCSc1nc2ccccc2c(=O)n1CCc1ccc(OC)c(OC)c1	-0.7
Cc1cccc(CCNC(=O)C2CCC(CNc3c(N4CCCC4)c(=O)c3=O)CC2)c1 (stereo unspecified)	2.7
Cc1cc(/C(N)=N/OC(=O)Nc2ccccc2)no1	1.9
O=C(CNc1cccc2ccccc12)N/N=C/c1ccc(OC(=O)/C=C/c2ccco2)cc1	0.0
COc1cccc(CN2CCN(Cc3[nH]c4ccccc4c3C)CC2CCO)c1 (stereo unspecified)	-0.6
CCn1c(CNC(=O)c2ccco2)nnc1SCC(=O)Nc1ccccc1Cl	-1.0
CCOC(=O)c1sc2nccc(OC)c2c1N=CN(C)C	3.7
Cc1ccc(C)c(OCC(=O)OCC(=O)Nc2c(C)nn(-c3ccccc3)c2C)c1	0.4
COc1cc2c(cc1OC)C(c1cc([N+](=O)[O-])ccc1O)NCC2 (stereo unspecified)	0.5
C/C(=N/NC(=O)c1nnn(-c2nonc2N)c1CSc1ccc(Cl)cc1)c1ccncc1	0.1
Cc1ccc(NC(=O)C2CCCC2)c(Br)c1	2.3
CCOc1cc(N2CCOCC2)c(OCC)cc1NC(=O)Cc1ccccc1OC	0.3
COC(=O)c1ccc(Cn2ccc3ccc(-c4ccc5ccn(C(=O)c6ccccc6OC)c5c4)cc32)cc1	2.5
CCC(=O)NC(=S)Nc1ccc(NC(=O)c2ccc([N+](=O)[O-])cc2Cl)cc1	1.5
O=C(Nc1ccc(N2CCN(C(=O)c3ccccc3)CC2)c(Cl)c1)c1ncn[nH]1	0.9
CCOC(=O)CC1OC(=O)c2cc3c(cc21)C(=O)OC3CC(=O)OCC (stereo unspecified)	3.9
COc1ccc(Cl)cc1NC(=O)CN(C)C(=O)COc1ccccc1F	-0.8
COc1ccc2cc(C(c3nnnn3C3CCCCC3)N3CCCCCC3)c3nnnn3c2c1 (stereo unspecified)	-1.2
O=C1C=C(NS(=O)(=O)c2ccccc2)C(=O)c2ccccc21	-1.2
COc1ccc(N2C(=O)CCC(C(=O)N3CCN(c4ccccn4)CC3)C2c2ccc(F)cc2)cc1 (stereo unspecified)	-1.6
COc1ccc(-n2cccc2/C=C2\C(=N)N3N=C(c4ccco4)SC3=NC2=O)cc1	-2.0
COc1ccc2c(=O)c(N3C(=O)c4ccccc4C3=O)coc2c1	1.0
COc1ccccc1NC(=O)c1cc(Cl)nnc1Cl	1.0
COc1ccc(NC(=O)CSc2nnc(CNC(=O)c3cccs3)o2)c(OC)c1	3.1
C=CCn1c(SCC(=O)Nc2sccc2C(N)=O)nc2ccc(Cl)cc2c1=O	-9.2
CCCC1CCC2(CC1)CCC2OC(=S)NCc1cccc(OC)c1 (stereo unspecified)	1.0
CCCCCCOC(=O)c1ccc(NC(=O)c2cc(OC)c(OC)c(OC)c2Br)cc1	0.5
CCc1nc2ccc(C(=O)N(CC)CCN(C)C)cn2c1N(C)Cc1cccs1	-1.8
Oc1ccc(Cl)cc1CNC1CCCCC1	-0.3

Further results:
SMILES	TTR transcr act
CSc1nc(N)n2nc(C(C)(C)C)cc2n1	0.5
Cc1ccc(CN2CCCCC(NC(=O)c3c(F)cccc3F)C2=O)cc1 (stereo unspecified)	-1.1
Cn1nnnc1Sc1ncnc2scc(-c3ccc[nH]3)c12	-11.4
O=C(COc1ccc(Br)cc1)N1CCN(c2ncccn2)CC1	5.9
CCOC(=O)c1c(C)n(C)c2ccc(OC(=O)c3ccc([N+](=O)[O-])cc3)cc12	2.4
Cc1occc1C(=O)NCCc1cccc(Cl)c1	1.1
Cc1oc2nc(SCC(=O)Nc3ccc(S(N)(=O)=O)cc3)nc(NC(=O)c3ccccc3)c2c1C	0.0
CC(C)=CCC/C(C)=C/C=N/NC(=O)c1ccccc1[N+](=O)[O-]	-2.0
Cn1cnc(C(=O)NCc2ccccc2)c1C(=O)NCc1ccccc1	0.6
S=C(NCc1ccco1)Nc1ccccc1Cl	0.3
COc1ccc(F)cc1S(=O)(=O)NCC(c1ccco1)N1CCc2ccccc2C1 (stereo unspecified)	-2.0
Cc1ccc(S(=O)(=O)NCC2CN(S(=O)(=O)c3ccc(C)cc3)c3ccccc3C(=O)N2c2ccc(F)cc2)cc1 (stereo unspecified)	0.3
CC(C)C1Cc2c(C#N)c(N)n(C)c(=S)c2CO1 (stereo unspecified)	1.2
CCC1=Nc2cc(C(=O)NCc3ccco3)ccc2Sc2ccccc21	1.1
CCc1ccc(N=C2NC(=O)CS2)cc1	1.6
O=C(COc1ccc(C(=O)c2ccccc2)cc1)NCC(=O)Nc1ccccc1Br	2.3
Cc1cc(Br)cc2c1N(C)C(=O)C2(c1ccc(O)cc1)c1ccc(O)cc1	46.8*
CC1CN(C(=O)COC(=O)c2cc(S(N)(=O)=O)c(Cl)cc2Cl)CC(C)O1 (stereo unspecified)	2.8
O=C(COC(=O)Cc1n[nH]c(=O)c2ccccc12)NNC(=O)c1ccc(Br)cc1	3.8
CCOC(=O)C1C(c2cccc(F)c2)NC(=S)NC1(O)C(F)(F)F (stereo unspecified)	2.2
CCCc1ccc2oc(C(=O)NCCCN3CCOCC3)c(C)c2c1	-0.1
CCCc1nnc(NC(=O)CCC(=O)N2CCCCC2CC)s1 (stereo unspecified)	-0.2
C[C@H]1C2CC(OC(=O)Nc3cccc(F)c3)C(C2)[C@H]2CCCCN21 (stereo partly specified)	1.4
O=C(CSc1nc2ccccc2c(=O)n1-c1ccccc1)N1CCc2ccccc2C1	-2.2
Cc1cccc(C(=O)N(NC(=O)Oc2ccccc2)C(C)(C)C)c1	0.0
CCOC(=O)N1C2c3ccccc3C(c3ccccc32)N1C(=O)OCC	-0.4
CCOc1ccccc1CN1C(=O)C2(OCCO2)c2ccccc21	-0.4
COc1ccc2c(c1)-c1nc(/N=C/c3ccccc3O)sc1CC2	-0.8
Cc1ccc(C)n1-n1c(C)nc2sc3c(c2c1=O)CCCCC3	-1.2
Cc1cc(-c2nc(C)c(C(=O)NNS(=O)(=O)c3ccc(Cl)cc3Cl)s2)no1	-0.9
S=C1NCCc2ccc(Cl)cc2C1c1ccccc1Cl (stereo unspecified)	-2.9
COc1ccccc1Cc1c(-c2ccccc2)nc2c(C)cc(Br)cn12	-1.5
Cc1ccc(CSC2=NCCN2S(=O)(=O)c2ccccc2)cc1	-1.3
Cn1c(C(=O)N2CCN(c3ccc([N+](=O)[O-])cc3)CC2)cc2c(=O)[nH]c3ccccc3c21	0.8
CC(=O)Nc1ccc(S(=O)(=O)NC2CC(=O)N(c3ccc(C)c(C)c3)C2)cc1 (stereo unspecified)	3.0
COC(=O)N(NC(=O)C(O)(C(C)C)C(C)C)c1ccccc1	2.3
COc1cc2sc3cc(NCCCN4CCOCC4)ccc3c(=O)c2cc1OC	-4.5
Cn1cnnc1SCC(=O)NCCC1=CCCCC1	-1.4
COC(=O)c1[nH]c2ccc(C)cc2c1NC(=O)CN1CCC(C)CC1	5.6
CCOc1cc(N2CCOCC2)c(OCC)cc1NC(=O)C(C)Oc1ccccc1 (stereo unspecified)	0.6
CC1CC(=O)N(CC(=O)Nc2ccc(F)cc2F)c2ccccc2S1(=O)=O (stereo unspecified)	-0.7
COc1cccc(-n2c(SCC(=O)NC3CCCCC3)nc3n[nH]c(C)c3c2=N)c1	-4.6
CCc1ccc(Cn2c(=O)n(Cc3ccc(C(=O)NCCCOC)cc3)c(=O)c3ccccc32)cc1	-0.1
O=c1ccc(/C=C/c2ccccc2)nn1Cc1ccccc1	-1.0
CCOc1ccc(N(CC(=O)NCCSc2ccccn2)S(C)(=O)=O)cc1	-0.9
COc1ccccc1NC(=O)Cn1c(O)c(N=NC(=O)c2ccccc2O)c2ccccc21	-2.5
Clc1cccc(Nc2nc(N3CCOCC3)nc(N3CCOCC3)n2)c1	2.4
CS(=O)(=O)/C(C#N)=C/c1cccn1S(=O)(=O)c1ccc([N+](=O)[O-])cc1	-1.3
CC1(C)CC[C@]2(C(=O)O)CC[C@]3(C)C(=CC[C@@H]4[C@@]5(C)CC[C@H](O[C@@H]6O[C@H](C(=O)O)[C@@H](O)[C@H](O[C@@H]7OC[C@H](O)[C@H](O)[C@H]7O)[C@H]6O)C(C)(C)[C@@H]5CC[C@]43C)[C@@H]2C1	-8.7
COc1ccc(-c2nc3ccccc3c(=O)n2CCOc2c(C)cccc2C)cc1	-0.8
O=C(Nc1cccc(Cl)c1)c1ccc(F)c(S(=O)(=O)N2CCN(c3ccccn3)CC2)c1	-2.2
O=C(Cc1ccccn1)c1ccccc1	-1.2
CCc1ccc(NC(=S)N(CCCN2CCOCC2)Cc2ccco2)cc1	-0.7
O=C1C(N2CCOCC2)=C(n2nnc3ccccc32)C(=O)c2ccccc21	-7.5
COc1ccc(OCC(=O)Nc2ccc(NC(=O)c3cccs3)c(OC)c2)cc1	-0.3
CC(=O)c1ccc(Oc2cc(C)nc(-n3nc(C)cc3C)n2)cc1	-2.5
O=c1c(C(c2ccc(F)cc2)c2c(O)nc3n(c2=O)CCCS3)c(O)nc2n1CCCS2	2.7
NC(=O)c1nccc2ccccc12	1.9
Cc1ccccc1NC(=S)NCCc1c[nH]c2ccccc12	0.5
C[C@H](CO)N1C[C@H](C)[C@@H](CN(C)C(=O)Nc2ccccc2)Oc2ccc(NC(=O)Cn3cnnn3)cc2C1=O	-0.1
CCNC(=S)N1CCC(NC(=O)C2CCCCC2)CC1	0.1
COc1cccc(C(=O)Nc2sc3c(c2C#N)CCN(C(C)=O)C3)c1	-0.5

By substructure: those above with two or more sulfur atoms
SMILES	TTR transcr act
Cc1ccc(NC(=O)CN(C)C(=O)CSc2nnc(C)s2)cc1	2.1
Cc1nc(-c2ccc(S(=O)(=O)NCC3CCN(C(=O)OC(C)(C)C)CC3)s2)cs1	-0.4
COc1ccc(CCNC(=O)CSc2nnc(NC(C)=O)s2)cc1OC	-0.8
COc1ccc(NC(=O)CSc2nnc(CNC(=O)c3cccs3)o2)c(OC)c1	3.1
C=CCn1c(SCC(=O)Nc2sccc2C(N)=O)nc2ccc(Cl)cc2c1=O	-9.2
Cn1nnnc1Sc1ncnc2scc(-c3ccc[nH]3)c12	-11.4
Cc1oc2nc(SCC(=O)Nc3ccc(S(N)(=O)=O)cc3)nc(NC(=O)c3ccccc3)c2c1C	0.0
Cc1ccc(S(=O)(=O)NCC2CN(S(=O)(=O)c3ccc(C)cc3)c3ccccc3C(=O)N2c2ccc(F)cc2)cc1 (stereo unspecified)	0.3
Cc1cc(-c2nc(C)c(C(=O)NNS(=O)(=O)c3ccc(Cl)cc3Cl)s2)no1	-0.9
Cc1ccc(CSC2=NCCN2S(=O)(=O)c2ccccc2)cc1	-1.3
CCOc1ccc(N(CC(=O)NCCSc2ccccn2)S(C)(=O)=O)cc1	-0.9
CS(=O)(=O)/C(C#N)=C/c1cccn1S(=O)(=O)c1ccc([N+](=O)[O-])cc1	-1.3
O=c1c(C(c2ccc(F)cc2)c2c(O)nc3n(c2=O)CCCS3)c(O)nc2n1CCCS2	2.7

Source: PubChem (The Scripps Research Institute Molecular Screening Center)
